Compound activity deposited in PubChem by several laboratories.
hgDAF12 agonist: H. glycines DAF-12 receptor agonists, primary screen, cell-based, luminescence, HEK293, GAL4 fusion, UAS-luciferase; 1.8% of 370,000 active; AID 687014, 2013; Nuclear hormone receptor DAF-12 (Heterodera glycines), GAL4 fusion; HEK293 GAL4-hgDAF12 UAS-luciferase reporter, agonist luminescence; normalized to butyrate control; activation, % at 6.8 µM;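 active = activation above a cutoff set at the mean of all screened compounds plus 3 SD, cut at about 10% in these data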;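 also: 0% = DMSO wells and 100% = sodium butyrate wells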
PLCb3 inh: human PLC-beta3 inhibitors, primary screen, biochemical, fluorescence; 1-phosphatidylinositol 4,5-bisphosphate phosphodiesterase beta-3 (Homo sapiens), Q01970; Purified PLC-beta3, fluorogenic substrate; inhibition, % at 12.2 µM; 0.18% of 370,000 active; AID 720704, 2013; in the data active = inhibition above about 11%;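 also: 0% = median of compound wells on plate and 100% = full blocker control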
Target sequence (Q01970 whole entry, looked up): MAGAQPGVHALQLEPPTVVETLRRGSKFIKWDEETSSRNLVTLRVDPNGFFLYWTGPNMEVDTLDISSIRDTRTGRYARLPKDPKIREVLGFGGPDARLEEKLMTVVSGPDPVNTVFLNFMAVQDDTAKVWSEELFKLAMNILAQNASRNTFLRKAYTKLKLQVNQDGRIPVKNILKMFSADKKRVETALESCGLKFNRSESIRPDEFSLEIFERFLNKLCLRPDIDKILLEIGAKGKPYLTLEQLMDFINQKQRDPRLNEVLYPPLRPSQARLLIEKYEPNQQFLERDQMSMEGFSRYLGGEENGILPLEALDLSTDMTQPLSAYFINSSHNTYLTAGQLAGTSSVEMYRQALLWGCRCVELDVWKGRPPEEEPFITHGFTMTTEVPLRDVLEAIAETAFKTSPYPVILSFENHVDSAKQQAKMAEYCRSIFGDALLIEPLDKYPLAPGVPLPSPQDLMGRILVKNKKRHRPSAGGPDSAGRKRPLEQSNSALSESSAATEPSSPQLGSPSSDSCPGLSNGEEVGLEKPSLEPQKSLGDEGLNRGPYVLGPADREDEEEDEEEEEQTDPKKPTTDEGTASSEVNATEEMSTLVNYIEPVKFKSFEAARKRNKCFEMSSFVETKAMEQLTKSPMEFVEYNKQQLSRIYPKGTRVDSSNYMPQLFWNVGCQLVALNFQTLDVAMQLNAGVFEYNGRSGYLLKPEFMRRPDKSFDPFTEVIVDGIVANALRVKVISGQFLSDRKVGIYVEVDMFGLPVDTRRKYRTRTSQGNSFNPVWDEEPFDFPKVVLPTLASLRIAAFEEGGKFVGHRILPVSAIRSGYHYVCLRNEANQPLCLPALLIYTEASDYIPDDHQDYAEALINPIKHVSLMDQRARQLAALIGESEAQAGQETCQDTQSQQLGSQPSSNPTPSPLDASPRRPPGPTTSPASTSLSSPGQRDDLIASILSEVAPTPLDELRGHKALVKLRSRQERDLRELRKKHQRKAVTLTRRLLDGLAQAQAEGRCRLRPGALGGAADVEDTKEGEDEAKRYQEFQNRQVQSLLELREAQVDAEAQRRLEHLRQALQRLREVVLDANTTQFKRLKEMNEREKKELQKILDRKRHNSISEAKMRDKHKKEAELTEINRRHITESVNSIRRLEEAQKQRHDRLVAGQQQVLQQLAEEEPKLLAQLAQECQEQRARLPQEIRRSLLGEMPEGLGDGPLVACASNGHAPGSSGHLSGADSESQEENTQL
ssDAF12 agonist: S. stercoralis DAF-12 nuclear receptor activators, primary screen, cell-based, luminescence, HEK293, GRIP1 co-expression, lit1-tk-luc; HEK293 ssDAF-12/GRIP1 lit1-tk-luc reporter; % of 3 µM dafachronic acid response; activation, % at 6.8 µM; 1% of 370,000 active; AID 652126, 2013;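 active = activation above the mean over all tested compounds plus 3 SD, cut at about 0.9% in these data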;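 also: 0% = DMSO-only wells and 100% = 3 µM delta7-dafachronic acid wells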
SMARCA2 activ: SMARCA2 (BRM) function activators, primary screen, cell-based, luminescence, high throughput. 1% of 370,000 active. MG213 cells, MMTV-luciferase reporter, dexamethasone, overnight. activation, % at 9.1 µM. AID 652017, 2013; in the data active = activation above about 7.8%;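 also: 0% = vehicle wells and 100% = reference activator wells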
PG9 binder: binders of HIV-1 gp120 antibody PG9, primary screen, biochemical, TR-FRET | TR-FRET gp120-PG9 antibody binding | HIV-1 gp120 / PG9 antibody interaction | 0.43% of 360,000 active | inhibition, % at 6.7 µM | AID 624416, 2012; in the data active = inhibition above about 8.5%
Rev-erbA mod: modulators of Rev-erb alpha DNA binding, primary screen, biochemical, FITC-DNA, fluorescence polarization, uHTS | Rev-erbα–FITC-DNA binding, 90 min | activity, % at 10 µM | Nuclear receptor subfamily 1 group D member 1 (Homo sapiens), P20393 | AID 1259318, 2017 | 0.79% of 370,000 active;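 active = activity above about 14%, limit read from the data; passing the limit was not always enough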;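 also: 0% = DMSO wells with 35 nM protein and 100% = DMSO wells with 750 nM protein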
hcDAF-12 act: H. contortus DAF-12 nuclear receptor activators, primary screen, cell-based, luminescence, HEK293, lit1-tk-luc reporter | activation, % at 6.8 µM | 1.4% of 370,000 active | AID 652067, 2013 | HEK293 hcDAF-12 lit1-tk-luc reporter; 0% DMSO, 100% Δ7-dafachronic acid;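 active = activation above the mean of all tested compounds plus 3 SD, cut at about 5.5% in these data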;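 also: 100% = response to 3 µM Δ7-dafachronic acid high control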
DAX1 inh-1: DAX1 (NR0B1) inhibitors on StAR promoter, primary screen, cell-based, luminescence, SF-1 (NR5A1), full-length DAX-1; HEK293T StAR-luciferase reporter, SF-1/DAX-1 repression relief; AID 652010, 2013; 1.1% of 370,000 active; inhibition, % at 6.8 µM;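 active = inhibition above the mean over all tested compounds plus 3 SD, cut at about 3.6% in these data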;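 also: 0% = DAX-1 cells with DMSO and 100% = cells lacking DAX-1 with DMSO; higher inhibition means more luminescence from relief of DAX-1 repression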
DAX1 inh-2: DAX1 (NR0B1) inhibitors, primary screen, cell-based, HEK293, Gal4-DAX1, luciferase luminescence; HEK293 Gal4-DAX1 luciferase reporter; Nuclear receptor subfamily 0 group B member 1 (Homo sapiens), P51843; inhibition, % at 6.75 µM; AID 504766, 2011; 0.99% of 340,000 active;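 active = inhibition above the mean over all tested compounds plus 3 SD, cut at about 4.2% in these data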;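 also: 0% = DAX1-transfected cells with DMSO and 100% = empty-vector control cells with DMSO; inhibition shows as a rise in luminescence from relieved DAX1 repression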
FXN GAA850 act: FXN promoter activators, primary screen, cell-based, luciferase luminescence, HEK293 lucGAA850; activation, % at 6 µM; AID 540364, 2011; HEK293 lucGAA850 FXN promoter luciferase reporter, 24 h; percent of 10 µM SAHA response; 0.56% of 360,000 active;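 active = activation above the average of all compounds screened plus 3 SD, cutoff fixed separately per campaign, cut at about 7.5% in these data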;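 also: 0% = DMSO wells and 100% = 10 µM SAHA wells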
sPLA2-III inh: human group III sPLA2 inhibitors, primary screen, biochemical, QFRET, BODIPY PC-A2 liposome substrate; Group 3 secretory phospholipase A2 (Homo sapiens), Q9NZ20; QFRET BODIPY PC-A2 liposome hydrolysis, fluorescence; inhibition, % at 12.2 µM; 0.56% of 370,000 active; AID 743126, 2013;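 active = inhibition above mean plus 3 SD of compounds lying within the high and low control bounds, cut at about 19% in these data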;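 also: 0% = median of test compound wells and 100% = no enzyme DMSO wells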
* = called active by the depositor; i = inactive; nt = not tested or not shown; & = joins results of further samples.

SMILES	hgDAF12 agonist	PLCb3 inh	ssDAF12 agonist	SMARCA2 activ	PG9 binder	Rev-erbA mod	hcDAF-12 act	DAX1 inh-1	DAX1 inh-2	FXN GAA850 act	sPLA2-III inh
CC(O)CNc1nc2c(c(=O)n(C)c(=O)n2C)n1C/C=C/c1ccccc1 (configuration not stated)	-2.5	3	-1.4	-5	-0.2	1	-1.9	-1.4	-1.3	-1.1	-1
CC(=O)[C@H]1CC[C@@H](c2ccccc2)N(S(=O)(=O)c2ccc(C)cc2)C1	-3.3	1	-1.1	-2	0.3	4	-1.5	0.5	nt	nt	1
Brc1ccc(-c2nn[nH]n2)cc1	-0.1	-3	-1.6	-2	-1.4	-2	1.7	0.4	0.6	0.8	2
CCOC(=O)NCc1ccc(S(=O)(=O)Nc2ccccc2C)cc1	-1.6	3	-1.6	1	-0.8	-5	-2.0	-1.6	-2.1	-0.3	-8
O=C(O)c1cc2c(o1)CCC/C2=N\O	1.4	-2	-1.6	-1	0.5	-3	-0.1	-0.4	0.6	2.5	0
CCc1nc(N2CCN(C(C)=O)CC2)c2c3c(sc2n1)CCCC3	-1.4	-34	-1.2	2	0.8	-1	0.8	-1.5	0.6	3.5	-1
Cn1c(=O)n(-c2ccccc2)c(=O)c2c3c(sc21)COC(C)(C)C3	2.5	2	-0.4	1	-3.8	-5	1.1	-0.3	0.4	2.1	7
Cc1oc(-c2cccc3ccccc23)nc1CN1CCC[C@H]1CO	0.1	-24	-0.3	3	-2.4	-3	-0.3	-0.5	-2.1	1.6	-8
CC(=O)c1ccc(N2CCN(C(=O)c3ccc4c(c3)OCO4)CC2)cc1	0.7	-18	-1.0	0	-1.1	4	-0.6	-1.6	1.2	1.3	-1
O=C(NCc1ccc2c(c1)OCO2)c1cc2c(s1)CSC2	0.1	-31	-1.2	5	-0.7	-2	-0.9	-0.3	1.6	0.7	0
O=C(CCc1c[nH]c2ccccc12)N1CCN(S(=O)(=O)c2ccc(F)cc2)CC1	-1.5	3	-0.6	-1	-0.7	0	0.8	-1.2	-1.6	1.1	-60
CC(C(=O)N1CCCc2ccccc21)N1CCN(c2ccccn2)CC1 (configuration not stated)	-4.0	-1	-1.4	2	0.2	-2	0.4	-0.1	1.1	0.8	4
Cc1ccc(S(=O)(=O)N2CCC[C@H]2C(=O)NCc2ccccc2Cl)cc1	-0.9	0	-1.6	-2	-2.1	3	-1.9	-0.7	-1.7	-3.6	-7
COc1ccc(C(=O)NCCCN2CCOCC2)cc1S(=O)(=O)N1CCCc2ccccc21	-2.7	-3	-0.8	0	-2.0	-6	0.1	-0.2	-0.5	-0.4	-3
COc1cc2c(cc1OC)CN(Cc1cc(=O)oc3c(C)c(C)ccc13)CC2	0.2	i	-1.2	5	-0.2	0	0.0	-0.5	-0.9	0.1	-39
COc1cc(C(=O)NCCc2nc3ccccc3n2C)cc(OC)c1OC	-2.0	-1	-2.2	-1	1.4	3	-0.2	0.5	0.4	0.4	0
c1ccc(Nc2cccc(Nc3ccccc3)n2)cc1	6.1	-21	-0.4	1	0.7	4	0.3	0.3	0.5	3.0	-1
COC(=O)c1cc2c(c3c4ccccc4n(S(=O)(=O)c4ccc(OC)cc4)c13)C(=O)N(Cc1ccc(N(C)C)cc1)C2	0.3	-7	-0.5	-8	1.2	2	0.1	-0.8	nt	nt	18
CC(C)(O)C(=O)N/N=C\c1ccc(OC/C=C/c2ccccc2)cc1	6.7	-10	-1.1	-3	0.0	-3	4.1	-0.3	0.9	-3.1	-2
COc1ccc(/C=C/C(=O)c2ccc(C(=O)/C=C/c3ccc(OC)c(OC)c3)cc2)cc1OC	-0.2	-5	-1.4	-2	0.3	1	-0.5	-0.8	-0.3	5.7	-4
CCN(CC)S(=O)(=O)C1CCS(=O)(=O)C1 (configuration not stated)	0.0	5	-1.1	3	-1.9	1	-3.2	0.4	0.4	0.3	-2
Cc1cccc(C(=O)N2CCC(c3nc4ccccc4s3)CC2)c1	-1.4	0	-1.6	-1	1.5	-1	-1.8	-0.5	2.1	-3.1	-2
Cc1c(NC(=O)COC(=O)c2ccc(Cl)nc2)c(=O)n(-c2ccccc2)n1C	-1.5	-3	-1.4	-5	0.8	-6	-0.4	-1.0	0.5	-0.9	10
Cn1c(C(C#N)/C(=N\S(=O)(=O)c2cccs2)c2ccccc2)nc2ccccc21 (configuration not stated)	-0.4	1	-1.1	4	-2.1	4	3.0	0.7	-0.1	-0.7	4
O=C(O)C1CCc2nc(NCc3ccccc3)nc(NCc3ccccc3)c2C1 (configuration not stated)	1.4	-2	-1.1	-1	1.8	-3	2.6	-0.6	-0.9	-0.5	10
Clc1ccc(-c2c[n+](Cc3cccc(Cl)c3)c3n2CCC3)cc1	-1.1	0	-1.7	-5	-2.0	6	-0.5	-1.4	-0.7	1.3	-1
O=c1c2ccccc2nc(-c2ccc(Cl)cc2)n1C1CCS(=O)(=O)C1 (configuration not stated)	1.4	3	-1.2	-3	-1.4	0	0.7	-0.7	-0.4	1.9	6
CCC(c1nnnn1C1CCCCC1)N1CCN(C2CCCC2)CC1 (configuration not stated)	1.2	7	-0.7	3	-0.9	-2	-1.0	-0.1	0.5	0.6	10
Cc1cccc(C)c1NC(=O)CNC(=O)Cn1nc(C)c(C)c(C#N)c1=O	1.3	-5	-0.6	0	1.8	-2	-1.3	1.0	-0.7	1.4	-10
COCCCn1c(SCC(=O)NC2CCCC2)nnc1-c1ccccc1	-2.5	-9	-1.2	-3	0.1	-4	-3.2	0.4	0.7	-0.6	5

Compound profiles, as listed above. Order of screens: hgDAF12 agonist	PLCb3 inh	ssDAF12 agonist	SMARCA2 activ	PG9 binder	Rev-erbA mod	hcDAF-12 act	DAX1 inh-1	DAX1 inh-2	FXN GAA850 act	sPLA2-III inh
`COCCCn1c(SCC(=O)NC2CCCC2)nnc1-c1ccccc1` in the list: -2.5	-9	-1.2	-3	0.1	-4	-3.2	0.4	0.7	-0.6	5
`COC(=O)c1cc2c(c3c4ccccc4n(S(=O)(=O)c4ccc(OC)cc4)c13)C(=O)N(Cc1ccc(N(C)C)cc1)C2` in the list: 0.3	-7	-0.5	-8	1.2	2	0.1	-0.8	nt	nt	18

Other structures follow.
SMILES	hgDAF12 agonist	PLCb3 inh	ssDAF12 agonist	SMARCA2 activ	PG9 binder	Rev-erbA mod	hcDAF-12 act	DAX1 inh-1	DAX1 inh-2	FXN GAA850 act	sPLA2-III inh
Cc1c(C(=O)N/N=C/C(C)C)[nH]c2ccc([N+](=O)[O-])cc12	0.6	0	-1.9	0	-1.1	0	-2.6	0.1	0.0	-1.8	3
C[C@H](CCC(=O)O)[C@H]1CC[C@H]2[C@@H]3[C@H](O)C[C@@H]4C[C@H](O)CC[C@]4(C)[C@H]3C[C@H](O)[C@]12C	-0.1&2.7&1.0	3&-2&2	-0.6&-0.9&-0.3	-2&-5&-3	-3.2&-0.4&-0.3	-2&-2&5	-0.2&-0.4&0.5	-0.2&-0.3&1.2	0.4&-0.9&2.8	2.0&-1.1&-0.1	-4&-10&2
COCCNS(=O)(=O)c1cccc2cccnc12	2.0	9	-0.9	1	-0.7	-5	0.9	1.1	2.2	-0.6	1
Cc1ccccc1-c1nc2c(s1)CCc1onc(-c3ccc(Cl)cc3)c1-2	2.3	-1	-1.1	2	1.8	1	-0.8	-0.3	1.7	0.5	5
CCC(C)(C)NC(=O)C(c1ccccn1)N(C(=O)c1csnn1)c1ccc(C)c(C)c1 (configuration not stated)	-3.1	-8	-1.7	-3	2.7	-1	-2.1	-0.8	0.3	0.2	3
Cc1cc2nc(C3CCCCC3)c(Cc3ccccc3C(F)(F)F)n2c(C)c1Br	2.3	-30	-0.1	0	-0.9	6	-0.9	-0.3	nt	nt	-2
NS(=O)(=O)c1ccc(CCNC(=O)COC(=O)CCc2c[nH]c3ccccc23)cc1	1.5	-1	-0.9	0	-2.3	1	1.9	0.8	-0.5	-0.7	-64
CCN(CCO)Cc1csc2ccc(Br)cc12	0.7	2	-1.2	0	0.1	1	-0.1	0.3	0.3	0.3	-1
O=C(NNC(=O)C1CCCO1)c1ccc([N+](=O)[O-])cc1 (configuration not stated)	0.5	0	-0.7	-3	-1.8	0	0.6	0.2	0.3	-0.2	-1
CCN1CCCC1CNCC(O)COc1ccc(C(C)(C)C)cc1C (configuration not stated)	-1.4	-3	-0.8	-1	-1.1	-4	0.4	0.0	0.4	0.8	5
O=Cc1ccc(-c2cccc([N+](=O)[O-])c2)o1	-1.2	-6	-0.5	-2	1.5	-2	1.3	0.1	-0.3	0.9	10
COc1ccc(S(=O)(=O)N2CCC(C(=O)Nc3nnc(CCN4CCCCC4)s3)CC2)cc1	1.2	-1	-1.2	-5	-0.6	2	-0.9	0.1	0.9	-0.4	-8
O=C(Nc1ccc(C(=O)N2CCCC2)cc1)c1cc(F)c(F)cc1Cl	4.8	3	-0.9	-1	-0.9	2	3.4	-0.6	0.6	0.0	5
COc1cccc(NC(=O)CN(C)CC(=O)Nc2ccc(C)cc2Cl)c1	2.1	-2	-1.7	-2	0.5	-4	-1.2	-1.1	0.6	-0.8	-5
CCN(CC)CCNc1oc(-c2ccccc2)nc1S(=O)(=O)c1ccccc1	0.1	-31	-0.1	-2	0.1	-11	-0.5	-0.4	0.4	-1.4	-2
COc1ccc(C(CNC(=O)CSc2ccccc2)N2CCOCC2)cc1 (configuration not stated)	3.0	2	-1.2	2	-1.4	-1	-0.7	1.3	1.4	0.5	-3
COc1ccc(C(=O)NC(=S)N2CCN(c3ccc([N+](=O)[O-])cc3)CC2)cc1	-0.8	1	-1.7	-1	-2.1	4	-1.6	0.7	-0.1	0.0	5
COC(=O)C1(Cc2ccc3c(c2)CCC3)Cc2ccc3c(c2C1=O)CCC3 (configuration not stated)	-0.8	0	-0.7	-3	-1.5	3	-1.7	0.0	1.2	-2.5	10
c1ccc(CNc2nc(Oc3ccncc3)c3sccc3n2)cc1	-1.1	i	-1.5	-2	-0.1	-4	1.1	0.3	nt	1.1	1
CCCCC(=NCCc1c(C)[nH]c2ccc(OC)cc12)C1=C(O)CC(c2ccccc2)CC1=O (configuration not stated)	-2.2	-6	-1.1	-3	-1.6	-1	-2.1	-3.0	-2.6	-4.3	-3
CCCCCCNCC1OCc2ccccc2CO1	-2.6	2	-1.0	0	-0.9	1	-0.6	-0.3	-0.9	0.7	9
